# Compound activity deposited in PubChem BioAssay by National Center for Advancing Translational Sciences (NCATS).
# ELG1 genotox = qHTS screen for small molecules that induce genotoxicity in human embryonic kidney (HEK293T) cells expressing luciferase-tagged ELG1; HEK293T ELG1-luciferase reporter, luminescence, 16 h; Potency, µM (doses to about 46 µM), for inactives: top-dose activity change, positive = activation, hits mostly activators; actives 1.3% (n = 330,000); AID 504466, 2011; also: potency is read from the fitted curve at half-maximal effect; % of control where 0% means no effect; nearly all actives have a fitted effect of over 60% in size
#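 Luminescence read-out: rising ELG1-luciferase signal, reflecting elevated ELG1 protein under genetic stress, flags genotoxic compounds. Cells were treated for 16 hr at 37 °C before ONE-Glo detection.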
# KCNH2 3.1 inh = qHTS for Inhibitors of KCHN2 3.1: Mutant qHTS. U2OS KCNH2 3.1, thallium flux FluxOr; hits give low values. activity change, % (tested at about 1.8 µM). actives 0.95% (n = 340,000);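 active = maximum activity change below -70%; inconclusive = maximum activity change from -70% to -50%; inactive = maximum activity change above -50%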;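 also: thallium influx rate constant from kinetic fluorescence after stimulation buffer; % is scaled to controls: 0 for no effect and ±100 for the full control effect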
#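 We transduce U2OS cells with the mutant 3.1 virus, culture them overnight, load FluxOr with Red40 quencher for 45 min, then add stimulation buffer and read kinetically for 2 min to derive a normalized rate constant.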
# Giardia kill = Small Molecules that selectively kill Giardia lamblia: qHTS; Giardia lamblia trophozoite viability; actives 0.15% (n = 340,000); activity change, % at 7.66 µM, hits read low; in the data active = activity change below about -80%; inconclusive = between about -30% and that limit;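 also: parasites exposed to compound for two days anaerobically before the ATP read; % is scaled to controls: 0 for no effect and ±100 for the full control effect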
#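 Media and compound were dispensed first, then trophozoites at 100 cells/well; plates sat 48 hrs at 37 deg C without oxygen before ATP luminescence reagent was added and read after 15-30 min at room temperature.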
# NPC1 promoter act = qHTS Assay for NPC1 Promoter Activators | Huh7 NPC1 promoter luciferase reporter, 24 h | Potency, µM (top dose mostly 9.22 µM), without a hit: at the top dose activation, usual class: activators | actives 2.4% (n = 320,000) | AID 485313, 2010;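 also: potency is read from the fitted curve at half-maximal effect; % of control where 0% means no effect; nearly all actives have a fitted effect of over 60% in size; reporter is driven by a mutant NPC1 promoter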
#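 In 1536-well qHTS, Huh7 cells harboring an NPC1 promoter–luciferase construct received compound for 24 h; activation was quantified by luminescence following luciferase reagent addition.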
# Rab9 promoter act = qHTS Assay for Rab9 Promoter Activators. Huh7 Rab9 promoter-luciferase reporter, luminescence, 24 h. actives 2.8% (n = 320,000). Potency, µM (titrated, usually from 9.22 µM), for inactives: at the highest dose activation, negative = inhibition, actives largely listed as activators; also: potency is read from the fitted curve at half-maximal effect; % of control where 0% means no effect; nearly all actives have a fitted effect of over 60% in size
#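 Luminescence from Amplite-detected luciferase (10 minutes, ambient) reports Rab9 promoter activation. Before that, stable Rab9-luciferase Huh7 cells (1500/well, reduced-serum OP-MEM I plus 10% FBS) were exposed to compound for 24 hours at 37C.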
# RORgamma inh = qHTS for inhibitors of ROR gamma transcriptional activity; Drosophila S2 Gal4-RORgamma UAS-luciferase reporter, 20 h; Potency, µM (titrated, usually from 53.6 µM), for inactives: top-dose activity change, negative = inhibition, actives largely listed as inhibitors; actives 5.4% (n = 310,000); also: potency is read from the fitted curve at half-maximal effect; % is scaled to controls: 0 for no effect and ±100 for the full control effect; nearly all actives have a fitted effect of over 60% in size
#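 A Gal4/UAS one-hybrid system in insect cells: metallothionein-promoter Gal4–ROR gamma fusion plus Photinus luciferase reporter. Copper sulfate 700 uM final, 20 hr ambient incubation, luminescent detection after 10 min with reagent.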
# FBPA coupling cs = qHTS Assay for Inhibitors of Fructose-1,6-bisphosphate Aldolase from Giardia Lamblia: Coupling assay counterscreen | coupling enzyme system counterscreen, AmpLite Red fluorescence | activity change, negative = inhibition, % at 58.2 µM, hits read low | actives 0.67% (n = 290,000) | AID 2472, 2010; in the data active = activity change below about -30%; also: % is scaled to controls: 0 for no effect and ±100 for the full control effect
#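 First, compound is pin-transferred into glyceraldehyde-3-phosphate coupling-enzyme reagent at 57.5 uM final and held 10 min at RT. Next, substrate, coupling system and AmpLite Red are added. After 20 min RT, fluorescence (525/598 nm) is read.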
# Gal4-VP16 FLuc = VP16 counterscreen qHTS for inhibitors of ROR gamma transcriptional activity; Drosophila S2 Gal4-VP16 UAS-luciferase, luminescence, 20 h; Potency, µM (titrated, usually from 53.6 µM), for inactives: at the top dose activity, negative = inhibition, most hits filed as inhibitors; actives 3.5% (n = 310,000); AID 2546, 2010;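 also: Gal4-VP16 expression switched on by copper sulfate through the metallothionein promoter; potency is read from the fitted curve at half-maximal effect; % is scaled to controls: 0 for no effect and ±100 for the full control effect; nearly all actives have a fitted effect of over 50% in size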
# FLuc modulator = qHTS profiling assay for firefly luciferase inhibitor/activator using purifed enzyme and Km concentrations of substrates (counterscreen for miR-21 project); Luciferin 4-monooxygenase (Photinus pyralis), P08659; purified FLuc, Km substrates, luminescence inhibition; Potency, µM (titrated, usually from 57.5 µM), without a hit: top-dose activity change, negative = inhibition, actives largely listed as inhibitors; actives 6.9% (n = 360,000);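 also: potency is read from the fitted curve at half-maximal effect; plate controls were vehicle for no effect and reference inhibitor for full effect; nearly all actives have a fitted effect of over 55% in size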
# Target sequence (P08659 whole entry, looked up): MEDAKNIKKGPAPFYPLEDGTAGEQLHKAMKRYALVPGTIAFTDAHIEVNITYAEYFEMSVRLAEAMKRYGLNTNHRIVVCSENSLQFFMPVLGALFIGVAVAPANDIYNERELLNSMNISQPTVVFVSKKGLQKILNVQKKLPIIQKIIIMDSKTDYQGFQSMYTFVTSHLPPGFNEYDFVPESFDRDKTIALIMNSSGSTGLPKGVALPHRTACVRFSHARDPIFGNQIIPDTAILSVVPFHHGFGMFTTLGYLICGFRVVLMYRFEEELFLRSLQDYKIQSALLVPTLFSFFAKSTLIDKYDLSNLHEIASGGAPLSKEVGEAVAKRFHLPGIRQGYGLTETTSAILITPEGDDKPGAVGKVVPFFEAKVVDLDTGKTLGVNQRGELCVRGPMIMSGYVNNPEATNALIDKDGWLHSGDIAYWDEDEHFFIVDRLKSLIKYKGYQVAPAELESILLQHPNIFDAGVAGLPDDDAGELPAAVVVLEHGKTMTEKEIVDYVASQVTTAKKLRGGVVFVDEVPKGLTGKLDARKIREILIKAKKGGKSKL
#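 Biochemical qHTS of compounds, final roughly 60 µM downward over six points, against 10 nM purified firefly luciferase using Km concentrations of substrates (10 uM D-luciferin, 10 uM ATP) in Tris acetate pH 7.5 buffer; luminescence output.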
# uPA generation = qHTS for Inhibitors of Cell Surface uPA Generation; actives 0.31% (n = 330,000); AID 540303, 2011; Potency, µM (series often up to 38.3 µM), inactives show at the top dose activity change, negative = inhibition, usual class: inhibitors; cell surface uPA generation assay, qHTS; active = well fitted inhibition curve with a large enough effect; inconclusive = small, poorly fitted or top-dose-only effect; inactive = no such curve, though single readings can be large or run the other way; tested in mouse RAW 264.7 cells; also: potency is read from the fitted curve at half-maximal effect; % is scaled to controls: 0 for no effect and ±100 for the full control effect; nearly all actives have a fitted effect of over 55% in size
# Tb PFK block = qHTS Assay to Find Inhibitors of T. brucei phosphofructokinase; ATP-dependent 6-phosphofructokinase (Trypanosoma brucei brucei), O15648; T. brucei PFK, ADP-Glo luminescence; Potency, µM (series often up to 57.5 µM), without a hit: at the highest dose activity, negative = inhibition, most hits filed as inhibitors; actives 0.17% (n = 330,000); AID 485367, 2010;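 also: potency is read from the fitted curve at half-maximal effect; 0% = uninhibited 1x PFK enzyme wells and -100% = no-enzyme wells; nearly all actives have a fitted effect of over 60% in size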
# Target sequence (O15648 whole entry, looked up): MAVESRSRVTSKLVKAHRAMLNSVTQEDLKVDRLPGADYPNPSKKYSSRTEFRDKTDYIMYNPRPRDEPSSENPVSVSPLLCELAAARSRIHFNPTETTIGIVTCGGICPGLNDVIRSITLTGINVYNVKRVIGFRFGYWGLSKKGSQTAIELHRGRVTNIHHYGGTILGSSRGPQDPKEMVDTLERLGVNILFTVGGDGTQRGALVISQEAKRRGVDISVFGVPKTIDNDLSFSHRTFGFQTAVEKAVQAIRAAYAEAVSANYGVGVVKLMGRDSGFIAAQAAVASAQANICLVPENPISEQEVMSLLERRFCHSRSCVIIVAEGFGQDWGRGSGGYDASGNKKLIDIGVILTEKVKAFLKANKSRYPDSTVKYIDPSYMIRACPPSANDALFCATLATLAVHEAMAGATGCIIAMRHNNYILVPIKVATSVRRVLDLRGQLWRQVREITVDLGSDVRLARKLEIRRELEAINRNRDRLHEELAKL
#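 ADP-Glo luminescence quantified ADP after 45 min at room temperature, with 1.25 nM T. brucei PFK, 0.1 mM ATP and 0.5 mM fructose-6-phosphate in pH 8.0 TEA buffer. qHTS titrations up to 57 µM; curves classified by quality.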
# The depositor's hits bear a star; ? = inconclusive; . = no result given; & = joins results of further samples; [ ] = dose if it differs, or a comment. Unless noted, calls follow the shape of the dose curve; as a rule, active = well fitted curve in the direction sought with a large enough effect; inconclusive = small, poorly fitted or top-dose-only effect, or another doubt; inactive = no such curve, though single readings can be large; an effect the other way counts as inactive or inconclusive.
SMILES,ELG1 genotox,KCNH2 3.1 inh,Giardia kill,NPC1 promoter act,Rab9 promoter act,RORgamma inh,FBPA coupling cs,Gal4-VP16 FLuc,FLuc modulator,uPA generation,Tb PFK block
COC(=O)c1cn(NC(=O)Cn2nc([N+](=O)[O-])c(Br)c2C)c(=O)c2ccccc12,-0.3%,17.9,-27.9,-33.2%[inhibitor],-2.3%,-26.4%,4.7,-1.8%,?,-6.0%,-2.2%
COc1ccccc1NC(=S)N(Cc1ccco1)Cc1cc2cc(C)cc(C)c2[nH]c1=O,-5.7%,-10.6,-2.8,-20.0%,-7.5%,-7.9%,-0.8,2.7%,-0.5%,-13.7%,-5.4%
COc1ccccc1C(=O)C1CCCN(C(=O)CN2CCCCC2=O)C1 (centres undefined),8.4%,-12.5,-1.5,0.5%,13.6%,1.6%,0.6,0.0%,-5.8%,7.6%,-2.4%
CC(C)c1ccc(NC2CCCN(C(=O)CCc3cn[nH]c3)C2)cc1 (centres undefined),-4.7%,.,-5.3,-2.7%,0.1%,17.9%,.,2.4%,4.6%,-5.1%,1.0%
COc1ccc(CC(=O)Nc2nc3ccc(F)cc3s2)cc1S(=O)(=O)N1CCOCC1,-4.7%,-2.0,-20.3,13.1%,16.9%,43.0%,1.2,-19.3%,?,-2.3%,-12.3%
CN=C(Nc1cccc(OC)c1)SC1CC(=O)N(c2ccc(C(=O)O)cc2)C1=O (centres undefined),0.9%,4.5,-13.6,-0.1%,14.3%,12.3%[10 µM],4.4,-9.9%,-2.8%,-0.7%,4.2%
CC(=O)Nc1ccc(C(=O)OCc2ccccc2Cl)cc1,12.0%,18.4,23.4,12.1%,?,25.2%,14.5,4.5%,?,2.6%,-0.7%
CCOc1cc(N2CCOCC2)c(OCC)cc1NC(=O)c1cccc(S(=O)(=O)N2CCOCC2)c1,-3.5%,5.2,3.5,.,.,.,.,.,.,-0.3%,-5.5%
COc1ccc(C(=O)NCC(=O)N2CCN(C(=O)c3ccco3)CC2)cc1,-2.0%,12.7,-1.3,-0.4%,6.3%,-6.9%,.,-12.8%,-1.0%,2.9%,-5.6%
O=C(CSc1ccccc1)Nc1ccc2c(c1)OCCO2,1.64µM*,-3.6,-17.7,0.891µM*,0.631µM*,5.1%,.,20.6%,2.39µM*,-0.3%,-7.6%
COc1ccc(CCNC(=O)CNC(=O)c2ccccc2Br)cc1OC,-0.4%,0.1,-4.3,-3.5%,3.2%,-13.0%,0.5,0.9%,-2.0%,-1.7%,3.8%
O=C1NCCN1C(=O)C12CC3CC(CC(C3)C1)C2,-6.8%,4.5,-4.7,-0.2%,-4.9%,-4.1%,-2.9,3.6%,1.3%,5.3%,0.4%
Cc1cc(CNCc2c(C(=O)N3CCCCCCC3)nc3ccc(Cl)cn23)nn1C,1.3%,-0.6,-3.5,-1.8%,-0.5%,3.1%,0.5,0.7%,3.8%,5.0%,4.3%
O=C(COc1ccccc1)NCCn1ccc2ccccc21,0.5%,6.1,-7.8,-2.2%,2.2%,5.0%,-0.4,-2.0%,2.6%,4.1%,3.0%
CC(C)CC(=O)NCCNC(=O)c1cc(OCC(F)(F)F)ccc1OCC(F)(F)F,2.2%,-5.3,4.6,0.5%,-6.3%,-1.4%,3.6,4.1%,0.6%,2.0%,-3.3%
O=C(CCSCCc1ccccn1)Nc1ccc(Br)cn1,0.4%,11.3,10.9,-0.1%,-4.5%,13.4%,1.3,3.5%,4.3%,.,-3.7%
CC(C)CC(=O)NS(=O)(=O)c1ccc(N)cc1,2.9%,-7.9,-16.0,-2.2%,-9.5%,-27.7%,-0.1,-3.1%,5.0%,-0.1%,5.1%
COc1ccc(N(C(C)C(=O)N(C)Cc2ccccc2)S(C)(=O)=O)cc1 (centres undefined),-3.4%,-0.4,4.1,-1.3%,-1.9%,-20.3%,0.4,3.3%,-0.5%,?,-1.3%
COc1ccccc1CNC(=O)CN1C(=O)NC2(CCCCCCC2)C1=O,0.9%,13.0,7.3,.,.,.,.,.,.,6.0%,-4.1%
COc1ccc2oc(C(=O)OCC(=O)Nc3ccccc3)c(C)c2c1,10.9%,-7.8,2.8,3.1%,5.1%,25.8%,0.1,-1.8%,?,1.4%,-1.1%
Cc1ccc(S(=O)(=O)N2CCN(C(=O)C3CCN(C(=O)c4ccccc4C)CC3)CC2)cc1C,-19.0%,-2.5,-0.9,-8.4%,-6.5%,30.0%,-1.2,4.9%,0.0%,-10.0%,-0.4%
Cc1ccc(SC/C(O)=C(\C#N)c2nc3ccccc3n2C)cc1,?,5.8,8.4,2.6%,12.6%,7.94µM*,0.3,6.31µM*,-4.6%,-2.1%,-9.5%
COCCn1c(C)cc(C(=O)CSc2nnnn2C2CCCC2)c1C,?,-18.8,-8.4,0.1µM*,?,.,.,.,0.0849µM*,-17.4%,-1.9%
CC(C)(C)OC(=O)NCCCCCO,2.9%,13.1,6.9,5.2%,0.7%,4.4%,6.2,2.9%,-2.2%,0.0%,-9.7%
COc1cc(/C=N/NC(=O)c2nonc2N)cc(OC)c1OC,1.1%,-5.1,11.6,-1.8%,12.0%,-1.0%,-4.0,-8.8%,-13.9%,3.0%,3.0%
CCCCNC(=O)COC(=O)c1ccc(Cl)c(S(N)(=O)=O)c1,0.9%,6.1,-7.8,2.6%,-5.9%,-0.5%,-5.6,9.5%,-0.6%,-3.0%,0.8%
COc1ccnc(CSC(N)=Nc2cccc(C(F)(F)F)c2)c1,-2.6%,-5.9,15.3,0.0%,-14.3%,6.31µM*,-2.9,12.6µM*,-13.2%,4.5%,2.3%
Cc1cccc(N2N=C(C(=O)Nc3ccc(Cl)c(S(=O)(=O)N4CCOCC4)c3)CCC2=O)c1,0.2%,-41.8,12.9,2.5%,-4.0%,.,.,.,-1.0%,?,-1.5%
COc1ccc(-n2nc3c(N4CCC(C(=O)NCCc5ccccc5C)CC4)nnc(C)c3c2C)cc1,?,-0.2,-15.7,-10.0%,-9.5%,1.0%,.,-12.0%,-0.3%,-3.7%,2.7%
Nc1nnc(SCc2ccc(Cl)cc2)s1,3.8%,3.0,10.2,9.2%,17.4%,?,-8.0,-3.1%,?,-0.5%,-18.6%
N#C/C(=C1\C(=O)Nc2c(Cl)cc(Cl)cc21)c1nnc2n1CCCCC2,0.9%,10.9,-26.5,6.5%,6.3%,15.8µM*,-37.7*,?,-6.2%,-3.6%,-2.8%
CC(C)(C)NC(=O)CSc1nnc(NC(=O)CCc2ccccc2)s1,-2.7%,5.6,-7.7,-3.5%,3.0%,5.6%[1.91 µM],4.4,-4.1%,-2.7%,0.1%,-1.2%
CCC1=C2CC[C@H]3C(=O)N(c4ccccc4)C(=O)[C@H]3[C@H]2[C@@]2(C)C(=NCC(=O)OC)OC(=O)N2C1=O,2.2%,0.4,4.3,-4.3%,-4.3%,-14.1%&-11.4%,0.4&4.2,2.8%&-6.8%,0.0%,-13.0%,-2.0%
CC(c1ccccc1C(O)c1ccccc1)N(C)C (centres undefined),-0.1%,-5.0,-3.4,-5.6%,0.3%,-3.7%,0.9,2.6%,-0.5%,-0.8%,2.6%
CN(Cc1ncc[nH]1)Cc1cn(-c2ccccc2)nc1-c1ccc2c(c1)OCO2,-0.7%,-12.6,-6.7,-2.5%,1.2%,-18.9%,-2.8,-1.7%,-4.0%,2.2%,0.8%
C=CCSc1nc2ccccc2[nH]1,4.4%,-4.3,54.0[activator],-0.5%,2.4%,0.9%,-0.8,-4.7%,-13.7%,-9.7%,-3.5%
COc1ccccc1C1CC(=O)Oc2cc(O)ccc21 (centres undefined),5.3%,-0.4,-0.5,.,.,-19.3%[96.6 µM],-10.3,-10.1%[96.6 µM],.,4.9%,2.9%
O=C(N/N=C/c1cc([N+](=O)[O-])ccc1O)c1ccc2c(c1)OCCO2,?,-8.5,-28.0,-9.1%,-10.6%,0.631µM*,6.9,1.41µM*,?,-6.2%,-0.4%
O=C(c1cnn2c(C(F)F)cc(-c3ccccc3)nc12)N1CCc2ccccc2C1,-2.0%,-3.1,7.0,-5.6%,-8.3%,3.3%,1.5,-20.8%,-4.5%,-0.1%,1.1%
